Compound activity from PubChem.
PhoP inhibition: inhibitors of PhoP regulon expression, primary screen, Salmonella Typhimurium, GFP reporter (AID 1863); S. Typhimurium PhoP-regulated promoter GFP reporter, 4 h; higher % means a stronger effect; inhibition, % at 50 µM; hits with a dose series show IC50 in µM; 300,000 compounds, 0.16% hits;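 active means inhibition over 29.93%, a cutoff 3 SD above the screen mean, later confirmed by dose response; inconclusive means inhibition over 29.93% but no dose response follow-up; inactive means inhibition at most 29.93% or unconfirmed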;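 further: 0% = low Mg2+ inducing control and 100% = high Mg2+ repressing control; strong numbers were not always called active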
KOR beta-arrestin-1: KOR antagonists, beta-arrestin recruitment, cell-based, luminescence, uHTS (AID 1778) | KOR beta-arrestin recruitment, luminescence, antagonist mode; higher % means a stronger effect | inhibition, % at 10 µM, or IC50 in µM where a hit was titrated | 290,000 compounds, 0.091% hits; further: strong numbers were not always called active
LYP phosphatase: inhibitors of LYP phosphatase, biochemical, fluorescence intensity, uHTS (AID 1779); recombinant LYP phosphatase, fluorescence intensity; higher % means a stronger effect; 290,000 compounds, 0.054% hits; inhibition, % at 11.5 µM; hits with a dose series show IC50 in µM;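 further: plate controls were vehicle with enzyme for no effect and no enzyme for full effect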
NOD2 inhibition: inhibition of NOD2-driven NF-kB reporter – cell-based, luminescence, uHTS, HEK293 (AID 1566) | HEK293 NOD2/NF-kB luciferase reporter, luminescence; higher % means a stronger effect | inhibition, % at 4 µM, or EC50 in µM where a hit was titrated | 290,000 compounds, 0.63% hits; further: many of its hits are not listed in these tables
NOD1 inhibition: inhibition of NOD1-driven NF-kB reporter – cell-based, luminescence, uHTS, primary screen (AID 1578); NOD1-driven NF-kB luciferase reporter cells, luminescence; higher % means a stronger effect; one-dose inhibition, % at 4 µM; EC50 in µM for titrated hits; 290,000 compounds, 1% hits; in the data active means inhibition mostly above about 36%, no sharp cut-off; inactive means mostly below about 34%;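 further: HEK-293T reporter cells stimulated with the NOD1 agonist gamma-tri-DAP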
KOR beta-arrestin-2: kappa opioid receptor activators – cell-based, luminescence, uHTS, primary screen (AID 1777). one-dose activation, % at 10 µM; EC50 in µM for titrated hits. KOR beta-arrestin recruitment, luminescence; higher % means a stronger effect. 280,000 compounds, 0.02% hits; in the data active means activation above about 50%, passing the limit was not always enough; further: a part of the inactive calls stands beside numbers as strong as those of hits
Myeloid diff MLP: compounds promoting myeloid differentiation. ER-HoxA9 myeloid progenitors, lysozyme-GFP differentiation, flow cytometry. calls only at 10 µM. 360,000 compounds, 1% hits;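 active means normalized GFP-positive differentiation at or above the plate's own cutoff, the solvent-only control mean plus 3 SD; inconclusive means no clear call, values can overlap the other calls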;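 further: cells exposed to compound for four days before flow analysis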
HIV fusion peptide: cell-free HIV fusion peptide-binding blockers – biochemical, uHTS, fluorescence dequenching, primary screen (AID 1986) | 290,000 compounds, 0.3% hits | cell-free peptide binding, fluorescence dequenching, 30 min; higher % means a stronger effect | inhibition, % at 20 µM; hits with a dose series show IC50 in µM; in the data active means inhibition mostly above about 52%, no sharp cut-off; inactive means mostly below about 76%; further: some results filed as inactive read as strong as hits
SIAH1 antagonists: Siah-1 peptide-binding antagonists, primary screen, biochemical, fluorescence polarization, rhodamine-plectin, uHTS (AID 1817). one-dose displacement, % at 20 µM; IC50 in µM for titrated hits. Siah-1 / rhodamine-plectin peptide fluorescence polarization; higher % means a stronger effect. 290,000 compounds, 0.02% hits;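 active means displacement of at least 50% at 20 µM, with a fluorescence ratio check between 0.3 and a set limit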;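 further: plate controls were Siah plus tracer with DMSO for no effect and tracer alone without Siah for full effect; strong numbers were not always called active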
Myeloid diff MLP GFP+ MAC1+ %: second read-out of Myeloid diff MLP, no call of its own (marks repeat the call); GFP+ MAC1+ double positive, %; measured here: differentiation confirmed by MAC1 staining
The depositor's hits bear a star; i = inactive; ? = inconclusive; . = not tested or not shown; [ ] = remark or other dose. Unless noted, no stated cut-off is given here; in the data, active means inhibition above about 50%; inactive means the rest.

Every second line gives: Myeloid diff MLP, PhoP inhibition, KOR beta-arrestin-1, Myeloid diff MLP GFP+ MAC1+ %, NOD1 inhibition, NOD2 inhibition, LYP phosphatase, HIV fusion peptide, SIAH1 antagonists, KOR beta-arrestin-2
- Cc1nnc(SCC(=O)NCc2ccc(F)cc2)[nH]c1=O
  i, 4%, 12%, 0.4, -10%, 22%, -7%, -1.1%, 0%, -5.4%
- O=C(CN1CCN(c2ccccc2)CC1)c1c[nH]c2ccccc12
  i, 6%, 4%, 0.1, -6%, 2%, -4%, 0.2%, 1%, -3.1%
- CC(=O)c1cccc(CN(C)CC2CCCN(CCc3ccccc3C)C2)c1 (stereo not given)
  i, 9%, -30%[20 µM], 0.4, 14%, -17%, -10%, 0.5%, -5%, 6.0%
- Cc1ccc(OCc2nnc(SCC(=O)Nc3cccc4ccccc34)n2-c2ccccc2)cc1
  i, -2%, -14%, 0.9, 6%, 11%, 4%, -3.8%, -2%, -5.4%
- CCc1ccc(CN2CC(C(=O)O)CC2=O)cc1 (stereo not given)
  i, -14%, 9%, 12, -3%, 2%, -4%, -2.7%, -3%, -1.6%
- CCOC(=O)CNC(=O)Cn1c(C)cc2ccccc2c1=O
  i, 10%, -41%, 0.7, -27%, 7%, -14%, 0.6%, -2%, 6.5%
- c1ccc2c(C[n+]3csc4ccccc43)cccc2c1
  i, 5%, -9%, 0.8, 6%, 1%, 6%, 3.9%, 2%, -1.9%
- O=C(O)CCc1ccc(-c2cccs2)n1NC(=O)c1cccs1
  i, -13%, 1%, 0.3, -27%, -1%, 8%, 3.3%, 1%, 1.9%
- COc1ccc(NC(=O)CCNS(=O)(=O)c2cc(Br)cnc2N)c(OC)c1
  i, 7%, -13%, 2.0, 3%, 20%, -5%, 0.6%, 0%, -3.4%
- O=C1CSc2ccc(S(=O)(=O)N3CCN(c4ccccc4F)CC3)cc2N1
  i, 5%, -12%, 5.5, 18%, 37%, -6%, 0.7%, 4%, 17%
- NC(=O)c1ccc(Oc2ccc3c(c2)CCC3)c([N+](=O)[O-])c1
  ?, -4%, -50%, ., 13%, 11%, -12%, 1.6%, -1%, 9.4%
- COc1ccc(C(CNC(=O)c2oc3ccc(C)cc3c2C)N2CCCCC2)cc1 (stereo not given)
  ?, -2%, -45%, ., 5%, -46%, -5%, -0.7%, -3%, 4.6%
- Cc1nnc(NC(=O)CSc2nnc(Cc3cccn3C)n2-c2cccc(C)c2C)s1
  ., 2%, 49%, ., -33%, 4%, 3%, 1.1%, 26%, 0.7%
- O=C(COC(=O)c1cccnc1Nc1cccc(C(F)(F)F)c1)NCc1ccc2c(c1)OCO2
  i, -3%, -31%, 0.6, -37%, 3%, -2%, -1.2%, 0%, 3.7%
- CC(C)C(NS(=O)(=O)c1ccccc1)C(=O)N1CCCC1 (stereo not given)
  i, -9%, -15%, 1.4, 3%, 10%, -5%, -0.7%, 5%, 2.3%
- CCCCN(C)CCNC(=O)c1nn(-c2ccc(OC)cc2)c(=O)c2c1c1ccccc1n2C
  i, 9%, -14%, 0.2, -13%, 14%, -4%, -1.0%, -5%, -5.8%
- CC(=O)c1cccc(Nc2cc(C)nc3c(C)cccc23)c1
  i, 2%, -24%, 0.5, -16%, 9%, 7%, 1.0%, -6%, -1.3%
- Cc1nnc(SCC(=O)N2c3ccccc3CC2C)s1 (stereo not given)
  i, -5%, 11%, 1.3, -25%, 11%, 2%, -2.3%, 2%, -0.3%
- COCc1c(C(=O)Nc2ccc(Cl)cc2F)oc2ccccc12
  i, 1%, 6%, 0.1, -5%, -34%, 0%, -1.1%, 5%, -4.1%
- Cc1nnc(-c2ccc(Oc3ccc(C)c(C)c3)c([N+](=O)[O-])c2)o1
  i, 23%, 7%, 0.3, 7%, 31%, -11%, -2.9%, -6%, 4.5%
- CN1C=CC=C/C1=C1\SC(=S)N(CC(=O)O)C1=O
  i, ., 21%[20 µM], 0.6, -21%, -2%, 2%, -1.3%, -2%, -1.2%
- CCOCCCNC(=O)CN1C(=O)/C(=C/c2ccccc2)Sc2ccccc21
  i, 2%, 31%, 0.5, 6%, 11%, -3%, -0.8%, 0%, 1.2%
- CCOc1ccccc1CN1CCN(C2CCSCC2)CC1CCO (stereo not given)
  i, 4%, -15%, 0.6, -24%, -6%, -4%, -1.4%, 17%, -2.1%
- O=C(COc1nncc2ccccc12)NCC(F)(F)F
  i, 4%, 21%, 1.0, -24%, 9%, -5%, 0.0%, 3%, -4.5%
- COC(=O)C(=C/C=C/c1cccnc1)C(=O)OC
  i, ., -1%[20 µM], 0.3, -28%, 1%, -1%, 0.6%, -2%, 1.7%
- CCC(=O)NCCc1c[nH]c2ccccc12
  i, 5%, -2%, 0.8, -4%, -13%, 0%, 1.3%, 2%, -3.8%
- O=C(c1ccc(Oc2ccc(C(F)(F)F)cc2[N+](=O)[O-])cc1)N1CCOCC1
  i, -8%, -30%, 1.0, 16%, 18%, -9%, -2.8%, -2%, -0.1%
- C/C(=N\Nc1ccc(Cl)c(C(=O)O)c1)c1cccc([N+](=O)[O-])c1
  i, -2%, 26%, 0.9, 8%, 4%, -7%, 3.9%, 0%, 0.8%
- Cc1cc(N/N=C/c2ccc(O)cc2O)nc(-c2ccccc2O)n1
  i, 2%, -56%, 0.4, 8%, -76%, 0%, 0.0%, 3%, 1.8%
- CCOC(=O)c1c(NC(=O)c2noc(C)c2[N+](=O)[O-])sc(C(C)=O)c1C
  i, 8%, 7%, 1.0, -1%, 11%, 7%, -0.9%, -2%, 0.7%

Compound profiles (already shown). Order of values: Myeloid diff MLP, PhoP inhibition, KOR beta-arrestin-1, Myeloid diff MLP GFP+ MAC1+ %, NOD1 inhibition, NOD2 inhibition, LYP phosphatase, HIV fusion peptide, SIAH1 antagonists, KOR beta-arrestin-2
CCOC(=O)c1c(NC(=O)c2noc(C)c2[N+](=O)[O-])sc(C(C)=O)c1C is entered as i, 8%, 7%, 1.0, -1%, 11%, 7%, -0.9%, -2%, 0.7%
C/C(=N\Nc1ccc(Cl)c(C(=O)O)c1)c1cccc([N+](=O)[O-])c1 is entered as i, -2%, 26%, 0.9, 8%, 4%, -7%, 3.9%, 0%, 0.8%
COC(=O)C(=C/C=C/c1cccnc1)C(=O)OC is entered as i, ., -1%[20 µM], 0.3, -28%, 1%, -1%, 0.6%, -2%, 1.7%
CN1C=CC=C/C1=C1\SC(=S)N(CC(=O)O)C1=O is entered as i, ., 21%[20 µM], 0.6, -21%, -2%, 2%, -1.3%, -2%, -1.2%
Cc1cc(N/N=C/c2ccc(O)cc2O)nc(-c2ccccc2O)n1 is entered as i, 2%, -56%, 0.4, 8%, -76%, 0%, 0.0%, 3%, 1.8%

Additional compounds.
Every second line gives: Myeloid diff MLP, PhoP inhibition, KOR beta-arrestin-1, Myeloid diff MLP GFP+ MAC1+ %, NOD1 inhibition, NOD2 inhibition, LYP phosphatase, HIV fusion peptide, SIAH1 antagonists, KOR beta-arrestin-2
- O=C(O)CC(CC(=O)Nc1ccccc1C(=O)O)c1ccccc1 (stereo not given)
  i, ., 25%, 1.5, -9%, 3%, -3%, 1.4%, 0%, 0.9%
- COC(=O)c1cc(OC)c(OC)cc1NC(=O)Cc1ccccc1[N+](=O)[O-]
  i, 2%, -24%, 3.1, 53%, -2%, 7%, 0.2%, 0%, 0.9%
- CC1(C)Cc2nc3sc4c(=O)n(Cc5ccccc5)cnc4c3cc2CS1
  i, 0%, -19%, 0.7, 11%, -1%, -2%, 2.6%, 4%, 8.3%
- O=C(Nc1nc2ccccc2s1)C1CC(=O)N(c2ccccc2)C1 (stereo not given)
  i, 7%, -3%, 1.1, -6%, 12%, -2%, -2.4%, -4%, 3.3%
- O=C(CN1C(=O)CCC1=O)Nc1ccc2c3c(cccc13)CC2
  i, 1%, -10%, 0.8, -17%, -4%, -4%, -0.7%, 5%, 0.5%
- COCCCNC(=O)c1ccc(C2SCC(=O)N2Cc2ccco2)cc1 (stereo not given)
  i, -13%, 0%, 0.9, -23%, 15%, -5%, -1.8%, 0%, -1.9%
- O=C(NCc1ccco1)c1ccc2c(c1)CCO2
  i, -8%, 45%, 0.3, -1%, 0%, -7%, -2.5%, -6%, .
- COc1ccccc1C(=O)Nc1ncc2c(n1)CC(c1ccco1)CC2=O (stereo not given)
  i, 13%, -4%, 7.6, -3%, 24%, -10%, 4.3%, 4%, -3.8%
- Cc1c(C#N)c2ccccc2n1C
  i, 4%, 28%, 0.6, -4%, 5%, -8%, -1.4%, -7%, -0.4%
- COc1ccc(Cc2nnnn2CC(=O)O)cc1
  i, 7%, -34%, 0.6, -4%, -13%, -12%, -1.1%, 4%, -2.3%
- CCCc1cc(=O)oc2cc(OCC(=O)NC3CCN(Cc4ccccc4)CC3)ccc12
  i, -7%, -18%, 1.7, -5%, 0%, -10%, 2.3%, 2%, -3.0%
- COc1cc(C(=O)Nc2c(C)cc(C)cc2C)c(-n2cnnn2)cc1OC
  i, 5%, -29%, 0.7, 2%, 14%, -1%, 3.2%, 7%, -3.9%
- Nc1c(C(=O)c2ccc(F)cc2)oc2ccccc12
  i, -11%, 14%, 7.8, -22%, -24%, -6%, 0.2%, -1%, -4.6%
- Cn1c(/C=N/O)nc2ccccc21
  i, -2%, -7%, 0.1, -13%, -5%, -2%, 1.1%, -1%, -2.1%
- CCCCCn1c(SCC(=O)OC)nc2c1c(=O)[nH]c(=O)n2C
  i, 11%, 31%, 1.4, -9%, 17%, -7%, -1.1%, 2%, -4.1%
- COc1cc(OC)cc(C(=O)N/N=C2/SCC(=O)N2Cc2ccco2)c1
  i, 3%, -1%, 0.5, -40%, -6%, -6%, -0.4%, 5%, -4.9%
- Cc1oc(-c2ccc(F)cc2)cc1-c1nn2c(-c3ccoc3C)nnc2s1
  i, ., -1%, 0.9, 0%, -5%, 8%, -1.1%, 15%, -6.2%
- Cc1ccc(C(=O)N2CCC3(CC2)Oc2ccc(Cl)cc2C(=O)C32CC(c3cccnc3)=NO2)s1 (stereo not given)
  i, -2%, 18%, 2.1, 11%, 13%, -6%, -0.8%, 1%, -3.1%
- CCc1cc2cccc(C)c2nc1SCC(=O)N1CCN(C(=O)c2ccco2)CC1
  i, -4%, -31%, 1.6, 0%, -2%, 3%, 1.3%, 1%, -3.4%
- C/C(NCCN1CCOCC1)=C(\C#N)C(N)=O
  i, 4%, -26%, 0.8, -35%, 0%, 2%, 1.8%, 5%, 13%
- O=C(c1cccnc1)N1CCC(c2nc3ccccc3[nH]2)CC1
  ., 8%, -6%, ., -5%, 12%, -2%, 2.5%, 0%, -2.9%
- O=S(=O)(/N=C(/Nc1cccc2ccccc12)c1ccc(F)cc1)c1ccccc1
  i, -3%, -8%, 3.9, -21%, -5%, 5%, 1.1%, 2%, -3.9%
- O=C(O)CCN1CCc2ccccc2C1c1cccs1 (stereo not given)
  i, -10%, -20%, 0.1, -42%, 6%, -1%, 1.0%, 3%, 2.7%

An excerpt; the hit share may differ from the screen's.
